From PubChem BioAssay
HSF-1 act: HSF-1 activators, primary screen, NIH3T3-HGL cells, MG132 stress, luminescence, single point | NIH3T3-HGL HSF-1 luciferase reporter, 8 h; 100% = twice DMSO control signal | activation, % at 9 µM | 1.7% of 300,000 active | AID 504408, 2011;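 active = mean replicate activation of at least 50% with a set share of replicates each reaching 50%; inconclusive = only one of those two conditions met; inactive = mean below 50% and too few replicates reaching it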;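 also: 0% = median of the neutral control wells and 100% = twice that signal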
GSK3beta inhib: human GSK3beta kinase inhibitors, primary screen, biochemical, cell-free homogeneous, HTS; Glycogen synthase kinase-3 beta (Homo sapiens), P49841; GST-GSK3beta kinase, ADP-Glo luminescence, 60 min; hits give low values; activity score (negative = inhibition), % at 10 µM; 0.038% of 300,000 active; AID 2097, 2009;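 active = more than half of replicate wells score below -50%, meaning over 50% inhibition versus plate controls; inconclusive = some replicates but at most half score below -50%; inactive = no replicate scores below -50%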;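 also: 0% = median DMSO wells and -100% = median GW8510 positive control wells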
Target sequence (P49841 whole entry, looked up): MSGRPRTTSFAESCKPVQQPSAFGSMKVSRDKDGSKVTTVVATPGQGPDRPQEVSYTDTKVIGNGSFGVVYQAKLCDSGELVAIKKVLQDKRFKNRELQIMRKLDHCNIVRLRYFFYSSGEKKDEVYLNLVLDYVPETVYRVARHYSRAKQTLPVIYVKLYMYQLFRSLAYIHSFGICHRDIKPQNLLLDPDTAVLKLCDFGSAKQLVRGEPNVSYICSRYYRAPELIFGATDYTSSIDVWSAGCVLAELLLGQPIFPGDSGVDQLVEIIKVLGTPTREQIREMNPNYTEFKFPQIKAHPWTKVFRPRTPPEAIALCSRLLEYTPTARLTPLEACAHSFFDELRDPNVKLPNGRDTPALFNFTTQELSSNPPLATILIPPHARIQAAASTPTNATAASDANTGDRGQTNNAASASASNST
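test system = GST-tagged human GSK3beta kinase, cell-free | reagent = 25 µM ATP with peptide substrate | dosing = one dose of 10 µM per compound | schedule = 60 min reaction, RT | detection = luminescent ADP-Glo measurement of ADP formed | control set = DMSO neutral wells and GW8510 at 20 µM as positive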
HSP90 refold inh: HSP90 inhibitors, primary screen, cell lysate, luminescence. inhibition, % at 5.6 µM. 0.91% of 290,000 active. Rabbit reticulocyte lysate, luciferase refolding luminescence, 3 h. AID 1789, 2009. Heat shock protein HSP 90 (rabbit reticulocyte lysate; luciferase refolding);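 active = inhibition above the screen-wide mean plus 3 SD, computed separately per campaign, cut at about 16% in these data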;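 also: 0% = DMSO wells and 100% = 60 µM geldanamycin wells; inhibitors lower the luminescence because luciferase stays unfolded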
GSK3 alpha inh: blockers of GSK3A enzyme activity – biochemical, luminescence, cell-free homogeneous, HTS, primary screen; Glycogen synthase kinase-3 alpha (Homo sapiens), P49840; GSK-3 alpha kinase, ADP-Glo luminescence, 60 min; inhibition, % at 10 µM; 0.1% of 320,000 active; AID 2650, 2010;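 in the data active = inhibition above about 50%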;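 also: GST-tagged GSK-3 alpha with peptide substrate and 25 µM ATP; 0% = DMSO neutral wells and 100% = GW8510 positive control wells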
Target sequence (P49840 whole entry, looked up): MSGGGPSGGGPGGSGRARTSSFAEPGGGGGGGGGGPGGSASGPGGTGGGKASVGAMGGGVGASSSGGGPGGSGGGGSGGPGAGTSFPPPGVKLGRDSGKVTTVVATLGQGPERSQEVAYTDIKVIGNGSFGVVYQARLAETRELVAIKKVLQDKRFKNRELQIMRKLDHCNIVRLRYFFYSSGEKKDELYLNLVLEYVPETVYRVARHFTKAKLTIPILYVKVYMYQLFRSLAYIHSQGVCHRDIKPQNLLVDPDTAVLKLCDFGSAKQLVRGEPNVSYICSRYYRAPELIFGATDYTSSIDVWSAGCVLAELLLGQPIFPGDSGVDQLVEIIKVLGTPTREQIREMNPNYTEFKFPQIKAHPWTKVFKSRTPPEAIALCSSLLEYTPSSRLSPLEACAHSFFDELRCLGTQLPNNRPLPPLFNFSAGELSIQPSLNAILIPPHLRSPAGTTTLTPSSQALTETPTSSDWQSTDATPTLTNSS
AI-2 QS modul: Vibrio harveyi AI-2 quorum sensing modulators, primary screen, JMH597 strain, luminescence/OD600 ratio | activity change, % at 7.5 µM | Vibrio harveyi JMH597 AI-2 luminescence/OD600 ratio, 9 h; hits give low values; strain lacks LuxN and CqsS sensors; 0 = neutral-control median | 0.4% of 300,000 active | AID 2094, 2009; in the data active = activity change below about -75%, passing the limit was not always enough; inconclusive = no clear call, values can overlap the other calls;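 also: luminescence divided by OD600 gain over 9 h not by final OD600 alone; inactives centre near 13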
HSF1 inhib: HSF1 inhibitors in luciferase reporter cells, primary screen, cell-based, NIH3T3, luminescence. NIH3T3-HGL HSE-luciferase, MG132-induced, luminescence 8 h; hits give low values. activity change, negative = inhibition, % at 7.5 µM (by protocol). 0.77% of 300,000 active. AID 2098, 2009;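 active = more than half of replicate wells show activity change below -50%, luminescence cut by over half; inconclusive = some wells, but at most half, below -50%; inactive = no replicate well below -50%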;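 also: luciferase reports HSF-1 transcriptional activity via heat shock element; 0% = median of DMSO wells and -100% = zero luminescence signal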
Dyrk1A ADPGlo: rat Dyrk1A kinase inhibitors, primary screen, biochemical, single point, plate reader | 0.43% of 310,000 active | ADP-Glo luminescence, NFATc1 peptide | inhibition, % at 12.5 µM | Dual specificity tyrosine-phosphorylation-regulated kinase 1A (Rattus norvegicus), Q63470; in the data active = inhibition above about 50%;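 also: plate controls were vehicle with enzyme for no effect and no enzyme for full effect; many of its hits are not listed in these tables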
HDAC3 inhib: HDAC3 deacetylase inhibitors, primary screen, biochemical, fluorescence, cell-free homogeneous; recombinant HDAC3, fluorogenic peptide/trypsin coupled; inhibition, % at 8.3 µM; 0.15% of 320,000 active; AID 2718, 2010; in the data active = inhibition above about 26%, passing the limit was not always enough; inconclusive = no clear call, values can overlap the other calls
Platelet DG rel: inhibitors of platelet dense granule secretion, primary screen, cell-based, MLPCN, human platelets; inhibition, %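 (compounds screened at 7.5 µM in platelet-rich plasma)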; AID 1663, 2009; human platelet-rich plasma, SFLLRN dense granule ATP release, luminescence; 0.22% of 300,000 active;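 active = mean replicate score, as percent of positive control, at or above 50; inconclusive = mean below 50 but at least one replicate at or above 50; inactive = mean and every replicate below 50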
PolyA inhibitor: polyadenylation inhibitors in yeast reporter cells, primary screen, luminescence, S. cerevisiae. S. cerevisiae SKY197-pL101 polyadenylation reporter, beta-gal luminescence; efflux-impaired pdr1/pdr3 knockout yeast; score 100 = 6 SD above DMSO. 0.02% of 300,000 active. calls only at 12 µM;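 active = lowest replicate activity score at least 50, where 100 means six control SD above control mean; inconclusive = lowest score under 50 but half or more replicates reach 50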;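 also: yeast exposed to compound for 9 h at 30 °C; higher score means more reporter readthrough which indicates perturbed polyadenylation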
An asterisk follows results filed as active; i = inactive; ? = inconclusive; . = not tested or not shown. The list is partial (hit frequency here may not be typical).

cpd	structure	Platelet DG rel	HSF-1 act	AI-2 QS modul	PolyA inhibitor	GSK3 alpha inh	Dyrk1A ADPGlo	HSF1 inhib	HSP90 refold inh	HDAC3 inhib	GSK3beta inhib
1	Cc1ccccc1Cn1c(=O)c2c(nc3n2CCCN3Cc2ccccc2)n(C)c1=O	7	7	0	i	1	1	2	0	-5	5
2	CCN(CC)CCOC(=O)c1c(C)n(C)c2ccc(OC)cc12	-6	4	11	i	0	7	-4	0	-5	2
3	CC(C)c1c(C(=O)N/N=C/c2ccc3c(c2)OCO3)nnn1-c1nonc1N	7	-11	8	i	-1	0	-1	-2	1	0
4	Cc1ccccc1CNC(=O)CCCn1ncn2c(cc3occc32)c1=O	3	7	17	i	2	.	-2	-5	4	0
5	Cc1ccc2nc(SCC(=O)Nc3ccc4c(c3)OCCO4)nc(=O)n2c1	16	-13	-4	.	-3	6	2	.	5	1
6	COc1ccc(C(=O)N/N=C/c2ccc(OC(=O)c3cccc4ccccc34)c([N+](=O)[O-])c2)cc1	-5	15	6	i	-1	-8	2	1	6	2
7	Cc1cc(C)n2nc(C(=O)OCC(=O)N(C)C3CCCCC3)nc2n1	-11	-7	34	i	-2	-3	-1	.	4	1
8	N#CC1(CCCN2CCCCC2)c2ccccc2CCc2ccccc21	0	4	23	i	-2	-2	-8	.	2	-1
9	CC(C)(C)NC(=O)c1ccc2c(c1)N(CC(=O)N1CCN(c3ccc(F)cc3)CC1)C(=O)C(C)(C)O2	15	1	25	i	-1	1	-1	-4	-4	1
10	Cc1nc2scc(-c3cccs3)c2c(=O)n1CC(=O)O	-7	5	-18	.	4	0	-3	-1	-1	-1
11	Cc1cc(C(=O)OCC(=O)N2CCC(c3ccccc3)=N2)ccc1[N+](=O)[O-]	-3	-9	20	i	-2	3	-1	.	6	0
12	CC(=O)Nc1ccc(Sc2ccccc2C(=O)Nc2ccc(F)cc2)cn1	-1	-1	11	i	0	-2	4	-3	10	2
13	CC1CCN(C(=O)NC(=O)c2ccccc2)CC1	-13	-6	21	i	-1	6	2	1	-3	0
14	CC1(C)Cc2c(cnn2-c2cccc(F)c2)C(NC(=O)C2CCOCC2)C1 (stereo not given)	2	8	3	i	-1	-2	3	-3	2	0
15	CCOC(=O)C1C(=O)CC(C)(O)C(C(=O)OCC)C1c1cccc(OC(F)(F)C(F)F)c1 (stereo not given)	-9	-11	18	i	-2	-4	-5	4	-1	0
16	Cc1ccc(NC(=O)c2nc[nH]c2C(=O)Nc2ccc(C)cc2)cc1	12	-19	6	i	1	-1	-7	-1	6	2
17	CS(=O)(=O)c1ccc(C(=O)N(CCc2ccccc2)Cc2ccccc2)cc1	-8	13	51	i	1	5	-3	-1	0	3
18	CN(C)S(=O)(=O)N1CCN(CC(O)COc2ccc(-c3ccccc3)cc2)CC1 (stereo not given)	7	-1	-7	i	0	11	0	1	-7	2
19	COc1ccc(CNC(=O)[C@H](NC(=O)C2CCN(C(=O)[C@@H](N)CCSC)CC2)C(C)C)cc1	1	1	1	i	-1	1	1	-1	2	1
20	COC(=O)Cc1c(C)c2cc(Cl)c(OC(=O)c3ccco3)cc2oc1=O	-12	3	22	i	0	1	-2	-3	-41	3
21	C=COCCNC(=S)Nc1cccc(Cl)c1	0	7	32	i	1	13	-2	2	2	0
22	CC1CCN(S(=O)(=O)c2cnc[nH]2)CC1	24	-10	-6	i	0	.	-4	2	2	-4
23	O=C(CCNC(=O)c1ccccc1Cl)OCC(=O)c1ccccc1	0	1	3	i	-1	11	-2	6	0	-1
24	NC(=O)[C@@H]1CCCN1Cc1c(C(=O)N2CCc3ccccc3C2)nc2ccc(Cl)cn12	8	10	17	i	-1	-4	-2	-5	3	3
25	COc1ccc(-c2cc(C(=O)Nc3ccc(S(N)(=O)=O)cc3)c3ccccc3n2)cc1OC	-11	-55	17	i	0	8	-44	0	10	-2
26	COc1ccccc1N/C=C(\C#N)c1nc2ccccc2[nH]1	6	-4	9	i	0	1	2	5	6	-1
27	CN(CC1CCCO1)S(=O)(=O)c1ccc(C(=O)Nc2ccc([N+](=O)[O-])cc2)cc1 (stereo not given)	-4	-16	19	i	0	4	-6	-3	0	1
28	CC(C)CNc1nc(=S)nc(N(C)C)[nH]1	-1	10	16	i	.	0	2	-1	4	4
29	CCOC(=O)C1CCN(Cc2nc(-c3ccc(OC)c(OC)c3)no2)CC1	8	-7	19	i	-2	0	3	-2	-3	1
30	O=C(COc1cccc2ccccc12)Nc1ccc(Cl)cc1C(=O)O	-7	-2	39	i	2	14	-4	2	.	2
31	CCOC(=O)C1=C(c2ccccc2)OC(N)=C(C#N)C1c1cccs1 (stereo not given)	28	2	13	.	0	18	0	-4	5	1
32	CCOC(=O)c1sc(=S)n(-c2ccccc2)c1SC	2	-3	-6	i	-1	-2	-1	7	-3	-1
33	COc1ccc(-n2c(=O)c3ccccc3n(CC(=O)NC3CCCCC3)c2=O)cc1OC	2	-8	10	i	.	3	0	-5	1	2
34	COC(=O)C1CCC(C)(C(=O)Nc2ccccc2)C1(C)C (stereo not given)	4	-2	9	i	-5	-5	-4	-1	5	3
35	CCc1noc(C)c1C(=O)NNC(=O)COc1ccc(Br)cc1	9	-17	37	i	-2	-5	-8	-3	2	3
36	CC(C)CNC(=S)N1CCC(NC(=O)C23CC4CC(CC(C4)C2)C3)CC1	2	25	10	i	-2	0	-1	-2	-5	-2
37	CCOC(=O)c1sc(=S)n(C)c1NC(=O)c1ccccc1C	0	2	23	i	1	-4	0	-1	-3	1
38	Cc1cc([N+](=O)[O-])ccc1NC(=O)CSc1nncn1-c1cccnc1	?	9	-5	i	2	-6	5	2	-4	3
39	CCOc1ccc(NC(=O)Nc2nnc(CC(=O)NCc3ccccc3)s2)cc1	10	6	10	i	-3	-4	-1	-2	-4	-2
40	O=C(CNS(=O)(=O)c1ccc2ccccc2c1)OCc1nnc(-c2ccccc2)o1	-1	-13	5	i	0	-2	-9	-2	-9	3
41	O=C(Nc1ccc(-c2nc3ccccc3s2)c(O)c1)C1=COCCO1	26	-1	26	i	3	3	-5	-4	2	2
42	O=S(=O)(N/N=C\C=C\c1ccccc1)c1ccccc1	10	0	?	.	-5	17	1	-1	2	4
43	COc1cc(C(=O)Nc2nnc(C(C)(C)C)s2)c([N+](=O)[O-])cc1OC	12	-4	8	i	-4	-8	-4	1	5	3
44	Cc1ccc(OCCCCn2c(CO)nc3ccccc32)cc1	8	11	11	i	-1	-1	1	2	2	3
45	COC(=O)Cc1c(C)c2ccc(OCc3nn[nH]n3)c(C)c2oc1=O	7	-15	15	i	-2	1	-10	-3	-46	2
46	COCC(C)n1c(C)cc(C(=O)CSc2ccc(NC(C)=O)cc2)c1C (stereo not given)	-5	-33	12	i	-1	2	-26	-4	0	5
47	CSc1nnc(-c2cc(Br)ccc2N=Cc2c(C)[nH]n(-c3ccccc3)c2=O)c(=O)[nH]1	13	10	36	i	-2	2	8	0	10	-2
48	CC(C)(C)OC(=O)CNC(=O)c1nc[nH]c1C(=O)N1CCN(c2ccccc2)CC1	-5	-13	4	i	-1	1	1	-1	2	2
49	S=C(Nc1ccc(Cl)cc1Cl)N1CCN(c2ccccn2)CC1	4	4	32	i	1	-5	3	-3	-2	1
50	COc1ccccc1CCNC(=O)c1nccnc1C(=O)O	0	6	16	i	-4	-1	-3	-1	0	0
51	COC(=O)c1ccc(Oc2ccc3nnc(C)n3n2)cc1	35	3	-13	i	4	-1	-5	3	-7	1
52	CC(=O)OC(C(=O)NC1CCCCC1)c1ccccc1 (stereo not given)	-5	4	-6	i	5	2	-2	2	8	2
53	CCCC(c1nnnn1Cc1ccco1)N1CCN(c2ccccc2)CC1 (stereo not given)	0	.	41	i	9	-2	.	1	5	-1
54	COCC(=O)Nc1ccc(Nc2ccccc2)cc1	-2	34	-72	i	-1	-5	-2	-3	.	0
55	COc1ccccc1CNC(=O)C1CCC(=O)N(CCCN2CCCC2=O)C1 (stereo not given)	2	-17	9	i	0	-7	-6	5	-7	-1
56	CCn1c(SCC(=O)N/N=C/c2cc(OC)c(O)c(OC)c2)nc2ccccc21	21	12	13	i	13	-5	1	2	5	0
57	CCCNc1c(NS(=O)(=O)c2ccc(Br)cc2)c(=O)oc2ccccc12	-19	9	16	i	-2	.	-6	11	?	-2
58	COCC(=O)NC1CCN(C(=O)Nc2ccc(Br)cc2)CC1	1	37	17	i	1	0	18	-3	2	1
59	CCOC(=O)c1cc(C)n(-c2ccccc2)c1C	7	12	8	i	1	-4	11	-1	7	4
60	CCCNC(=O)COC(=O)c1cccnc1Nc1ccccc1F	-9	-1	23	i	-1	7	-3	4	8	1

Later entries
cpd	structure	Platelet DG rel	HSF-1 act	AI-2 QS modul	PolyA inhibitor	GSK3 alpha inh	Dyrk1A ADPGlo	HSF1 inhib	HSP90 refold inh	HDAC3 inhib	GSK3beta inhib
61	CCN(Cc1ccccc1)C(=O)c1ccc(Cl)cc1[N+](=O)[O-]	0	-8	6	i	-1	-4	1	-1	5	-11
62	O=C(NCc1ccco1)c1nn2c(C(F)(F)F)cc(-c3cccs3)nc2c1Br	?	1	16	i	9	6	4	-2	1	1
63	CCCCCCC(=O)Oc1cccc(N2C(=O)C3CCCCC3C2=O)c1 (stereo not given)	-6	-11	18	i	-2	0	-2	-3	11	-1
64	Cc1cc(C)nc(NC(=O)/C=C/c2ccccc2Cl)c1	-1	84*	9	i	-1	-1	36	-1	9	0
65	Cc1cccc(NC(=O)C2C3C=CC(C4CC34)C2C(=O)O)c1 (stereo not given)	-11	-22	19	i	-3	2	0	0	-1	1
66	N#CCC(=O)N/N=C/c1ccc(Cl)cc1	1	-39	1	i	-1	-4	-20	0	-2	5
67	Cc1ccc(C2C(C#N)=C(N)N(c3cccnc3)C3=C2C(=O)CCC3)c(C)c1 (stereo not given)	-4	27	-1	i	-2	-5	8	4	1	0
68	Cc1nc(-c2cccnc2)sc1C(=O)Nc1cccc(C(F)(F)F)c1	2	42	-86*	i	.	15	6	3	-6	-1
69	CC(=O)NC1C(Oc2ccc3c(C)cc(=O)oc3c2)OC(COC(C)=O)C(OC(C)=O)C1OC(C)=O (stereo not given)	9	-8	9	i	1	-2	-2	-2	1	0
